# Screens: PubChem, several laboratories
# EBV LMP1 NFkB = reduces LMP1-driven NF-kappaB luciferase signal; LMP1-induced NF-kappaB luciferase reporter cells, luminescence; 0.69% of 350,000 active; AID 504558; inhibition, % at 12.5 µM; in the data active = inhibition above about 41%;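 note: 0% = neutral control wells and 100% = reference inhibitor control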
# NR2E3 ag-1 = NR2E3 (human) agonism; 0.12% of 320,000 active; GST-NR2E3/biotin-RetCOR TR-FRET, 1536-well; Q9Y5X4; inhibition of corepressor binding, % at 4.78 µM; AID 2300;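 active = percent inhibition above the cutoff of mean plus 3 SD of all tested compounds, set per screening campaign, cut at about 20% in these data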;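 note: 0% = DMSO wells and 100% = biotin wells as full block of FRET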
# Target sequence (Q9Y5X4 whole entry, looked up): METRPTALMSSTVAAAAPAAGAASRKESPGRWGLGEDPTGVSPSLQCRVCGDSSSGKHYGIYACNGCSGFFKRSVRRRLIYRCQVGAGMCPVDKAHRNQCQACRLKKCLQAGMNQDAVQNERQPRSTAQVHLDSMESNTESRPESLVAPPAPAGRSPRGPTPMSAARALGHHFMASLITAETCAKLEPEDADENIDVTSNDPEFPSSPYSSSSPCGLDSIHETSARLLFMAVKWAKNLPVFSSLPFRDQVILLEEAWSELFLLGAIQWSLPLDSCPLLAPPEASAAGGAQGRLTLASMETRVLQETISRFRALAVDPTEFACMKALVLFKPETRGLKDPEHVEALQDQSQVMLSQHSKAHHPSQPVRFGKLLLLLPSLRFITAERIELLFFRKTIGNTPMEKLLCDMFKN
#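 system = GST-tagged NR2E3 plus biotinylated RetCOR corepressor | input = 1.35 nM GST-NR2E3 | also added = 7 nM biotin-RetCOR | schedule = 5 h incubation at 4 °C | measured by = TR-FRET with europium anti-GST and streptavidin-D2, 340 nm excitation | read-out = percent loss of FRET ratio relative to control wells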
# Shn3 inh set2 = inhibitors of Schnurri-3 3'UTR reporter in osteoblasts. Clone20 osteoblast Shn3 3'UTR firefly luciferase, 24 h. inhibition, % at 12.5 µM. 0.52% of 360,000 active. AID 588674;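 active = mean inhibition of at least 75% with every replicate also reaching 75%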;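 note: 0% = median of neutral control wells and 100% = pilot-screen positive control compound; some compounds past the cut are filed as inactive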
# C8 TRAIL sens = caspase-8 TRAIL sensitization | NB7+C8 cells + TRAIL, ATPlite viability luminescence | inhibition (viability loss, TRAIL sensitization), % at 10 µM | 1% of 360,000 active | AID 624354;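 active = compounds causing at least 50% loss of cell viability in the single-dose screen, relative to plate controls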
# Peg3 promoter = Peg3 promoter activity inhibition; AID 588405; inhibition, % at 20 µM; 1.7% of 360,000 active; HeLa PEG-Prom luciferase reporter, luminescence, overnight;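 active = inhibition of at least 50% at 20 µM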
# HIF-2a inh = blocks HIF-2a reporter activity | 786-0 RCC cells HIF-2a reporter, luciferase luminescence, overnight | inhibition, % at 18.8 µM | 0.72% of 360,000 active;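 active = inhibition of the luminescence signal of 40% or more relative to plate controls, in a single-dose primary screen at 18.75 µM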
# TRPM1 prom inh = MITF TRPM1 promoter inhibition in SK-MEL-5 cells | inhibition, % at 12.5 µM | SK-MEL-5 TRPM1 promoter luciferase, 24 h | 0.83% of 330,000 active;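 active = mean inhibition across replicates of 60% or more, whatever share of single replicates reaches that level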; note: values of inactives mirror those of a sister screen read the other way
# KKLEB cytotox = counter-screen for CF NF-kB inhibitors: cytotoxicity | KKLEB CF airway cells viability, ATPlite luminescence, overnight; stronger effect = lower value; cells stimulated with P. aeruginosa culture filtrate | activity change (cytotoxicity), % at 5 µM | 0.36% of 360,000 active | AID 602141;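 active = corrected activity change at or below -50% at 5 µM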
# NR2E3 ag-2 = human photoreceptor-specific nuclear receptor agonism. Q9Y5X4. CHO-S Gal4-NCOR/VP16-NR2E3 two-hybrid, luciferase. inhibition of corepressor binding, % at 3.98 µM. 0.35% of 360,000 active. AID 602229;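 active = inhibition above the mean of all tested compounds plus 3 SD, cut at about 70% in these data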;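 note: 0% = DMSO with NR2E3 transfected cells and 100% = cells lacking NR2E3 construct; higher means lower luciferase signal from less NR2E3 corepressor binding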
# iPSC survival up = hiPSC single-cell survival enhancement. ATPlite luminescence; 100% = ROCK inhibitor wells, 0% = DMSO. survival enhancement, % at 20 µM. 0.044% of 360,000 active. AID 602274; in the data active = survival enhancement above about 18%;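 note: cells exposed to compounds for 16 hours before the ATP read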
# CF NFkB inh = blocks PAF-induced NF-kB reporter in cystic fibrosis cells | AID 588850 | 0.86% of 360,000 active | KKLEB NF-kB-GFP reporter, GFP fluorescence overnight | inhibition, % at 5 µM;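 active = at least 50% inhibition at 5 µM, scaled per plate between neutral and stimulator controls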;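 note: PAF is a Pseudomonas aeruginosa culture filtrate used as stimulus; plate controls were PAF-stimulated DMSO wells for no effect and unstimulated DMSO wells for full effect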
# * marks the source's active call; other numbers are inactive results; . = no result given. The list is partial, so the mix of outcomes need not match the whole.
smiles	EBV LMP1 NFkB	NR2E3 ag-1	Shn3 inh set2	C8 TRAIL sens	Peg3 promoter	HIF-2a inh	TRPM1 prom inh	KKLEB cytotox	NR2E3 ag-2	iPSC survival up	CF NFkB inh
COc1ccccc1/C=N\NC(=O)c1ccc(COc2ccc(C)c(C)c2)o1	-4	-1	-15	2	-21	-52	-7	-8	-181	1.7	-10
COc1ccc(NC(=O)CS(=O)CC(=O)N2CCN(C3CCCC3)CC2)cc1 (stereo not given)	-31	-2	-14	-8	-3	7	-6	4	6	-0.4	7
CCc1cc2cccc(C)c2nc1SCC(=O)c1ccc(NC(C)=O)cc1	9	3	12	-4	17	-9	21	-2	6	-2.0	-9
Cn1c(SCC2CCCO2)nnc1-c1ccncc1 (stereo not given)	-9	2	-2	3	10	-1	12	-2	-40	3.6	9
Cc1cc(NC(=O)COC(=O)c2ccc([N+](=O)[O-])cc2Cl)no1	-1	0	2	-23	3	4	0	7	-23	1.1	-8
CCOC(=O)N1CCC(N2CCCC(C(=O)c3cc(C)c(OC)c(C)c3)C2)CC1 (stereo not given)	5	4	-3	9	-8	-2	-15	-8	12	4.2	-11
O=C(Nc1cccc(S(=O)(=O)C(F)(F)F)c1)[C@H]1C[C@H](O)[C@@H](CO)O1	.	.	4	-6	0	10	.	-9	-20	-0.9	15
CCOc1cc(C(=O)Nc2ccccc2F)cc(Br)c1OCC	5	0	7	4	14	-8	-2	3	-31	1.3	9
O=[N+]([O-])c1cc(Cl)ccc1Oc1ccc(-c2nnco2)cc1	-3	1	6	15	2	1	18	6	-21	0.2	17
O=C(Nc1ccc(Cl)c(Cl)c1)Nc1nccs1	66*	6	51	9	-202	-291	-5	-1	-82	-0.9	48
Cc1ccc(S(=O)(=O)N(C)C)cc1NC(=O)c1c(-c2c(F)cccc2Cl)noc1C	-2	2	-5	0	11	18	-8	-4	18	0.4	-3
COc1ccc2cc(/C=N/O)c(Cl)nc2c1	-8	3	-23	-29	-103	-124	-37	4	-40	-0.2	14
COc1ccccc1NS(=O)(=O)c1ccc(Cl)c(NC(=O)c2sc3cc(Cl)ccc3c2Cl)c1	6	0	24	-9	-1	19	-9	-4	21	0.1	-5
CCN(CC)c1ccc(NS(=O)(=O)c2ccc(OC)cc2)cc1	0	8	20	-5	4	4	6	6	4	-3.3	1
CCCn1c(SCC(=O)Nc2c(C)cccc2CC)nnc1C(C)C	-6	-1	6	6	18	20	10	8	3	3.5	-1
Cc1cc(OCCN2CCOCC2)ccc1Cl	-25	-1	-9	-11	-87	-162	-73	7	-39	-0.2	-14
CCCNC(=O)NC(=O)CSc1nc(C)cs1	-1	6	-2	4	-2	8	17	-9	3	0.4	2
O=C(Nc1cccc(C(F)(F)F)c1)c1ccccc1NC(=O)C1CCCCC1	-9	1	13	4	13	13	-1	-2	-17	0.4	8
O=C1CSC(c2cccnc2)N1c1ccc(Cl)cc1 (stereo not given)	-5	3	-9	5	-16	12	-3	1	-17	0.2	-8
COc1ccc(CN2CCNC(=O)C2CC(=O)NC2CCCCCCC2)cc1OC (stereo not given)	1	2	17	3	4	1	9	4	-14	-0.4	14
CN(CC(=O)Nc1ccc(OC(F)(F)F)cc1)S(=O)(=O)c1cnc[nH]1	-9	-3	-11	16	-41	-24	-5	-5	-28	1.0	7
COC(=O)C1(C)COP(=O)(Nc2ccc(OC)cc2)OC1 (stereo not given)	.	.	5	9	17	12	.	0	-2	-0.2	22
CC(=O)CN1Cc2ccccc2/C1=N\C(=O)Nc1ccccc1	-22	3	-48	4	-100	-93	-23	4	-49	0.1	6
Cc1ccc2cccc(N=Cc3c(C)[nH]n(-c4ccccc4)c3=O)c2n1	-5	-1	-1	21	28	7	49	-7	-23	4.8	-10
O=C(Nc1ccc(S(=O)(=O)N2CCCCC2)cc1)c1ccccc1F	8	3	22	1	0	6	11	-3	8	0.8	4
C#CCOCCOCCOCCNc1nc(N2CCN(C(=O)[C@H](CCCCN)n3cc(CN)nn3)CC2)nc(N2CCN(C(=O)[C@H](CCC(=O)O)n3cc([C@@H](N)CCSC)nn3)CC2)n1	-7	.	5	-7	5	-6	7	19	-9	-1.4	-28
Cc1ccsc1CN1CC(=O)N(c2c(C)cccc2C)C1=S	3	4	-4	1	6	15	0	3	-18	0.5	8
O=C(NC(=S)N(Cc1ccccc1)Cc1ccccc1)C1CCCCC1	-4	1	-4	-11	1	22	9	-4	1	1.8	0
O=C(Nc1ccc2c(c1)CCCN2C(=O)c1cccs1)c1ccccc1	12	3	-10	19	-48	-133	-29	1	-2	-0.5	16
Cc1onc(-c2ccccc2Cl)c1C(=O)Nc1ccc(S(=O)(=O)N2CCCC2)cc1	1	-6	2	4	15	12	2	-2	29	-2.1	6

# (continued)
# Order of results – EBV LMP1 NFkB | NR2E3 ag-1 | Shn3 inh set2 | C8 TRAIL sens | Peg3 promoter | HIF-2a inh | TRPM1 prom inh | KKLEB cytotox | NR2E3 ag-2 | iPSC survival up | CF NFkB inh
O=C(Nc1nc2cc3c(cc2s1)OCCO3)c1cccc(N2C(=O)CCC2=O)c1
    28 | 0 | 2 | -5 | -51 | -108 | . | -4 | 1 | -3.5 | -43
COC1=C/C(=C/c2c(N)n3nc(-c4ccc(C)cc4)sc3nc2=O)C=CC1=O
    -7 | . | -36 | 12 | -119 | -176 | -21 | -2 | -47 | 0.5 | 0
Cc1ccc(C(=O)OCc2nc3ccsc3c(=O)[nH]2)o1
    -4 | 3 | -28 | -9 | -19 | -1 | 2 | -17 | 31 | -0.1 | 7
COc1ccc(Nc2nnc(-c3ccc(C(=O)NCCO)cc3)c3ccccc23)cc1
    0 | 4 | -5 | -13 | -3 | 18 | 10 | 12 | -9 | -0.2 | -10
CCc1nnc(NC(=O)CSc2nc3c(c(=O)n2CC)SC(C)C3)s1 (stereo not given)
    7 | 0 | 73 | 44 | 8 | 11 | -7 | -12 | -3 | -0.7 | 10
O=C(N/N=C/c1ccco1)c1cc(-c2ccccc2)nc2ccccc12
    0 | -4 | -6 | 13 | 0 | -17 | 12 | 6 | 0 | 0.2 | -53
COc1ccc2[nH]c(C)c(CN3CCC(C)CC3)c(=O)c2c1
    -2 | 2 | -6 | 1 | 2 | 1 | 3 | -5 | -11 | -1.8 | 26
O=C(NCc1ccccn1)C1CCN(C(=O)c2cc3sccc3n2Cc2ccc(F)cc2)CC1
    -11 | 0 | 22 | 8 | 7 | 8 | -3 | -4 | 0 | 0.0 | 15
COC(=O)NNC(=O)Cc1cccc2ccccc12
    2 | 2 | -3 | -7 | 2 | 6 | 8 | 5 | -7 | 0.5 | -19
COc1ccccc1-n1c(Cc2cccs2)n[nH]c1=S
    -17 | -1 | 11 | -9 | -7 | -4 | 0 | 5 | -4 | -2.3 | -16
O=C(NCCc1ccccc1Cl)c1ccc2nc3ccccc3c(=O)n2c1
    5 | -1 | -17 | -1 | 18 | -89 | -22 | 10 | 31 | 0.3 | -58
CC(C)(C)OC(=O)N[C@H](/C=C/c1ccccc1)C(=O)OC(C)(C)C
    -6 | 3 | -4 | 19 | -3 | -5 | 5 | -6 | -7 | 3.1 | 17
CCOC(=O)CCCn1nc(C)n2c(cc3sccc32)c1=O
    0 | -1 | -11 | -2 | -9 | -22 | -9 | -4 | -7 | 1.5 | 6
COc1ccc(OC)c(CNC(=O)CCn2c(=O)c3cccn3c3ccc(F)cc32)c1
    6 | -1 | -4 | 0 | -4 | -9 | -3 | -2 | -1 | -0.4 | 4
Cc1ccc(S(=O)(=O)NC(Cc2ccccc2)C(=O)O)cc1 (stereo not given)
    -2 | -1 | 11 | -2 | 12 | 16 | -5 | 9 | -1 | 0.8 | 5
CC1CC(C)CN(Cc2nc(N)nc(Nc3ccc4ccccc4c3)n2)C1 (stereo not given)
    2 | -3 | 5 | 6 | 2 | -17 | 10 | -4 | -25 | -1.8 | 11
COC(=O)c1cc(OC)c(OC)cc1NC(=S)N1CCN(C)CC1
    0 | 3 | 12 | 0 | 15 | 5 | -8 | -6 | -13 | 0.0 | -1
COc1ccc(NC(=O)C2CCCN(S(=O)(=O)c3cccnc3)C2)cc1 (stereo not given)
    -4 | 0 | 5 | 1 | 9 | 3 | -5 | 6 | -15 | -1.7 | 16
O=C(CSc1cccc[n+]1[O-])Nc1cccc(Oc2ccccc2)c1
    7 | 3 | -5 | 17 | -8 | -32 | -7 | 5 | -55 | -0.4 | 2
Cc1ccc(NC(=O)NCCCN2CCCC2=O)cc1Cl
    -12 | 3 | -18 | -10 | -66 | -126 | -14 | -5 | -42 | -0.3 | 6
COc1ccc(CCNS(=O)(=O)c2ccc(F)cc2)cc1OC
    3 | -2 | 8 | -3 | 16 | 9 | 3 | -5 | -8 | -1.1 | 12
CC(NC(=S)NC1CCCCC1)C(c1ccccc1)N1CCOCC1 (stereo not given)
    -13 | -5 | 16 | -6 | 11 | 3 | 7 | 5 | 34 | -0.6 | -5
COc1ccc(/C=C/C(=O)N2CCN(C)CC2)cc1OC
    -2 | 1 | -3 | -18 | 2 | 6 | 13 | 3 | 5 | -0.7 | -2

# Reprinted from the results shown (8 entries):
# Order of results – EBV LMP1 NFkB | NR2E3 ag-1 | Shn3 inh set2 | C8 TRAIL sens | Peg3 promoter | HIF-2a inh | TRPM1 prom inh | KKLEB cytotox | NR2E3 ag-2 | iPSC survival up | CF NFkB inh
O=C(NCCc1ccccc1Cl)c1ccc2nc3ccccc3c(=O)n2c1
    5 | -1 | -17 | -1 | 18 | -89 | -22 | 10 | 31 | 0.3 | -58
CC(C)(C)OC(=O)N[C@H](/C=C/c1ccccc1)C(=O)OC(C)(C)C
    -6 | 3 | -4 | 19 | -3 | -5 | 5 | -6 | -7 | 3.1 | 17
CCOC(=O)CCCn1nc(C)n2c(cc3sccc32)c1=O
    0 | -1 | -11 | -2 | -9 | -22 | -9 | -4 | -7 | 1.5 | 6
COc1ccc(OC)c(CNC(=O)CCn2c(=O)c3cccn3c3ccc(F)cc32)c1
    6 | -1 | -4 | 0 | -4 | -9 | -3 | -2 | -1 | -0.4 | 4
Cc1ccc(S(=O)(=O)NC(Cc2ccccc2)C(=O)O)cc1 (stereo not given)
    -2 | -1 | 11 | -2 | 12 | 16 | -5 | 9 | -1 | 0.8 | 5
CC1CC(C)CN(Cc2nc(N)nc(Nc3ccc4ccccc4c3)n2)C1 (stereo not given)
    2 | -3 | 5 | 6 | 2 | -17 | 10 | -4 | -25 | -1.8 | 11
COC(=O)c1cc(OC)c(OC)cc1NC(=S)N1CCN(C)CC1
    0 | 3 | 12 | 0 | 15 | 5 | -8 | -6 | -13 | 0.0 | -1
COc1ccc(NC(=O)C2CCCN(S(=O)(=O)c3cccnc3)C2)cc1 (stereo not given)
    -4 | 0 | 5 | 1 | 9 | 3 | -5 | 6 | -15 | -1.7 | 16
